Bioassay records from PubChem.
RECQ1 helicase = RECQ1 (human) helicase inhibition | RECQ1 DNA unwinding, red fluorescence kinetic read | Potency, µM (doses to about 57.3 µM), without a hit: at the highest dose activity, negative = inhibition, most hits filed as inhibitors | P46063 | 240,000 tested, 0.54% active;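 note: plate controls were vehicle for no effect and no enzyme for full effect; nearly all actives have a fitted effect of over 30% in size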
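50 nM RECQ1T1 preincubated 15 min with compound in Tris pH 8.0 buffer with MgCl2, DTT, Tween-20 and 2.5 ug/ml poly(dI-dC); started with 200 nM TAMRA/BHQ-2 forked duplex and 2 mM ATP. Unwinding read as fluorescence (525/598 nm), two reads 2 h apart.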
GAA inhib = blocks human lysosomal alpha-glucosidase. Potency, µM (highest dose often 76.9 µM), without a hit: top-dose activity change, negative = inhibition, actives largely listed as inhibitors. AID 1466. 200,000 tested, 0.005% active. purified human GAA, 4-MU-alpha-glucoside fluorescence;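 note: plate controls were uninhibited enzyme wells for no effect and no-enzyme background for full effect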
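AC50 values come from Hill fits of compound titrations (up to 77 uM) against 4 nM human enzyme. Substrate 4-methylumbelliferyl-alpha-D-pyranoside at 400 uM, pH 5.0 citrate buffer, 20 min room temperature; fluorescence Ex 365/Em 440 after alkaline stop.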
GoLoco inh red = RGS12 GoLoco-Gai1 interaction inhibition. P63096. Gai1:RGS12 GoLoco peptide FP, rhodamine, 10 min. Potency, µM (highest dose often 61.6 µM), without a hit: at the highest dose activity, negative = inhibition, most hits filed as inhibitors. 230,000 tested, 0.44% active; active = well fitted inhibition curve with a large enough effect, not every such curve was filed as active; inactive = no such curve, though single readings can be large or run the other way; note: nearly all actives have a fitted effect of over 30% in size; many of its hits are not listed in these tables
TRb-SRC2 inh = TRbeta-SRC2 interaction inhibition | P10828 | TRbeta-SRC2 peptide binding, fluorescence polarization; receptor liganded with 1 µM T3 | Potency, µM (series often up to 106 µM), for inactives: at the top dose activity change, negative = inhibition, actives largely listed as inhibitors | 280,000 tested, 0.065% active | AID 1469;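 note: plate controls were bound peptide for no effect and peptide without receptor for full effect; nearly all actives have a fitted effect of over 50% in size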
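Each compound concentration gave % activity, normalized to unbound and bound Texas Red SRC2 controls, from polarization read after 5 hr ambient incubation with T3-loaded human TRb LBD.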
GAA spleen mod = inhibitors or activators of human alpha-glucosidase in spleen homogenate | Potency, µM (highest dose often 79.9 µM), inactives show top-dose activity change, negative = inhibition, usual class: inhibitors | 240,000 tested, 0.006% active | P10253 | human spleen homogenate, 4-MU-alpha-glucoside fluorescence;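 note: 0% = enzyme with vehicle and -100% = no enzyme basal signal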
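Human spleen homogenate (1 ug) incubated with compounds and 1 mM 4-methylumbelliferyl-alpha-D-glucopyranoside in pH 5.0 citrate/phosphate buffer, 37 C, 40 min. Stopped at pH 10; 4-MU fluorescence (Ex 365/Em 440 nm); AC50 by Hill fit.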
TR SRC2 fluor cs = Texas Red fluorescence interference in TRb-SRC2 counter-screen. TRb/SRC2 Texas Red total fluorescence interference. Potency, µM (doses to about 106 µM), for the others: at the highest dose fluorescence change, negative = quenching. 280,000 tested, 0.29% active. AID 1479; active = well fitted curve in either direction with a large enough effect; inconclusive = small, poorly fitted or top-dose-only effect
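Human TRβ ligand-binding domain (0.6 uM) and Texas Red SRC2 peptide (20 nM) in Tris buffer with 1 uM T3 and 5% DMSO were incubated with pinned compound for 5 hr at ambient temperature. Total fluorescence was computed as S + 2P (555/632 nm).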
GAA glycogen mod = inhibitors or activators of human alpha-glucosidase glycogen cleavage | 300,000 tested, 0.38% active | recombinant GAA, glycogen substrate, Amplex Red glucose oxidase fluorescence | P10253 | AID 2100 | Potency, µM (doses to about 76.4 µM), for the others: at the top dose activity change, negative = inhibition, actives largely listed as inhibitors;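 note: 0% = full enzyme reaction and -100% = no-enzyme basal signal; the screen sought inhibitors and activators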
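Recombinant enzyme (4 nM final) with compounds titrated up to 77 uM and bovine liver glycogen (30 ug) in citrate pH 5.0, 0.01% Tween-20, 37 C 40 min. Released glucose detected by Amplex Red/glucose oxidase (Ex 573/Em 610); AC50 from Hill fits.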
L3MBTL1 inh = inhibitors of human L3MBTL1; Q9Y468; AlphaScreen L3MBTL1–H3K9me1 peptide binding; Potency, µM (highest dose often 57.1 µM), without a hit: top-dose activity, negative = inhibition, actives largely listed as inhibitors; 230,000 tested, 0.66% active; note: nearly all actives have a fitted effect of over 60% in size
Target sequence (Q9Y468 whole entry, looked up): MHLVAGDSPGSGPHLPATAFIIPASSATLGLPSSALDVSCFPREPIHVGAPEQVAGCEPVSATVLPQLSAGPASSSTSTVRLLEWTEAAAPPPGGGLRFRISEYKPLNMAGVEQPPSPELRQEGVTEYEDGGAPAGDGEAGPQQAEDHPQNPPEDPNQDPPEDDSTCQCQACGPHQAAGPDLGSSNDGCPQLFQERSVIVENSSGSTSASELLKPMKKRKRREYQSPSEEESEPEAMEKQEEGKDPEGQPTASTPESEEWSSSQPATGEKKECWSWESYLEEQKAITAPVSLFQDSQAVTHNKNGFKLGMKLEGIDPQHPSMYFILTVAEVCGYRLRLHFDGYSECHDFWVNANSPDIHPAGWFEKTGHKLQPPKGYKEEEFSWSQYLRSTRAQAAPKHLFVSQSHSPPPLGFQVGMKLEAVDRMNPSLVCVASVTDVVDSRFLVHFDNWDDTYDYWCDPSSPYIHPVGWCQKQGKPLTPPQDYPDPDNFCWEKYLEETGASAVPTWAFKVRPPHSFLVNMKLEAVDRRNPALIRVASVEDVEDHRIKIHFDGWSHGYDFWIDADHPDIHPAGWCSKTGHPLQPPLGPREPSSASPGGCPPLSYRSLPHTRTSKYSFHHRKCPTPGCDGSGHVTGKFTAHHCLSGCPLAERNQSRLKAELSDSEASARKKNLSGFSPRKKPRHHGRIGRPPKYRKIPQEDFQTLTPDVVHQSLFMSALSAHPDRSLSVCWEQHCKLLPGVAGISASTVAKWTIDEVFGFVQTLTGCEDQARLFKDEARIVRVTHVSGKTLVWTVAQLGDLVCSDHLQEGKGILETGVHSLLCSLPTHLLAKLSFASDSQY
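First, the protein-peptide complex forms for 30 min at room temperature (L3MBTL1 50 nM, biotinylated H3K9me1 peptide 75 nM). Next, compounds are pin-transferred and incubated 30 min. Finally, AlphaScreen beads are added and read after 30 min.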
An asterisk follows results filed as active; i = inactive; ? = inconclusive; · = no result given; & = joins results of further samples; [ ] = another dose, or the depositor's remark. Unless noted, calls come from the whole dose curve; as a rule, active = well fitted curve in the direction sought with a large enough effect; inconclusive = small, poorly fitted or top-dose-only effect, or another doubt; inactive = no such curve, though single readings can be large; an effect the other way counts as inactive or inconclusive. Unless noted, % is set by controls: 0 for no effect and ±100 for the full control effect; potency is the fitted concentration of half-maximal effect. Only part of the results is shown, so the mix of outcomes need not match the whole.

SMILES	RECQ1 helicase	GAA inhib	GoLoco inh red	TRb-SRC2 inh	GAA spleen mod	TR SRC2 fluor cs	GAA glycogen mod	L3MBTL1 inh
CSCC(C)N1CCC(CO)(CCCc2ccccc2)CC1 (stereo not drawn)	-6%	-3%	9%	-1%	4%	-4%	-12%	-7%
O=C(COc1cc(Cl)ccc1Cl)Nc1ccc2c(c1)CCC2	2%	5%	3%	-4%[53 µM]	5%	-1%[53 µM]	1%	13%
CN1CC=C2C(C#N)=C(N)C(C#N)(C#N)C(c3ccsc3)C2C1 (stereo not drawn)	-1%	?	2%	-8%	4%	8%	18%	0%
CCOC(=O)C1(Cc2ccccc2)CCN(Cc2cccc3nccnc23)CC1	i	-4%	11%	-1%	1%	-5%	-2%	-7%
CC(=O)OC(Cn1ccnc1)c1ccccc1 (stereo not drawn)	3%	1%	-5%	1%	-6%	-1%	-11%	-8%
COc1ccc(NC(=O)c2cc(S(=O)(=O)N(Cc3ccccc3)c3ccccc3)ccc2Cl)cn1	-16%	7%	152%[activator]	-3%	-2%	-3%	0%	-13%
CN1CCC(N(C)C(=O)Cc2ccccc2[N+](=O)[O-])CC1	1%	-8%	12%	-4%	2%	-5%	1%	0%[11.4 µM]
CNC(=O)CCCc1nc(-c2ccccc2Cl)no1	i	3%	16%	0%	-3%	1%	12%	·
CC(/C=C/c1cccc([N+](=O)[O-])c1)=N/NC(=O)c1cccnc1	-14%	-3%	7%	-6%	1%	-1%	10%	19%
CC(OC(=O)c1oc2ccccc2c1COc1ccccc1)C(N)=O (stereo not drawn)	-16%	6%	-7%	-3%	-15%	-3%	7%	12%
Nc1ncnc2oc(-c3ccco3)c(-c3ccco3)c12	10µM*	-12%	44%[activator]	-5%	-10%	?	-6%	25µM*
COc1ccc(NC(=O)CSc2n[nH]c(N)n2)cc1OC	i	-4%	0%	-6%	0%	-8%	9%	40%[activator][11.4 µM]
Cc1ccc(S(=O)(=O)N(C)C)cc1NC(=S)NCCc1ccccn1	-4%	3%	4%	1%	-3%	-1%	-1%	-7%
CCOc1ccc(/C=C2/C(=O)N(c3ccc(OC)cc3)C(=S)N2CC(=O)OC)cc1OCC	-4%	?	3%	-18%	3%	1%	-8%	-17%
CCCNCC(O)COc1ccccc1C(=O)CCc1ccccc1 (stereo not drawn)	-7%&12%&3%	-7%[15.4 µM]	11%&7%&10%&-3%&-5%	0%&1%&-1%&-14%&-3%	2%&1%&2%&0%&5%	-3%&-3%&0%&0%&1%	5%	2%
N/C(=N\c1nc2ccccc2o1)NC(=O)c1ccccc1	-4%	0%	47%[activator]	3%	-3%	-3%	4%	·
CCOC(=O)c1c(C)[nH]c(C(=O)CSc2nnc(Nc3ccccc3F)s2)c1C	4%	1%	-5%	1%	4%	-3%	-1%	-9%
O=C(CSc1nnc(-c2ccccc2)c(-c2ccccc2)n1)Nc1ncc(Cl)cc1Cl	-12%	?	153%[activator]	9%	3%	-7%	-4%	-19%
O=C(Cn1cc(Cl)ccc1=O)c1ccc(Cl)cc1	0%	5%	-2%	1%	-3%	-1%	9%	3%
CNC(=O)CCCCC(=O)N/N=C/c1ccc(Cl)cc1Cl	-10%	·	0%	1%	-19%	-3%	4%	·
O=C(N/N=C/c1ccco1)c1cccc(S(=O)(=O)Nc2ccccc2Cl)c1	-11%	?	5%	-1%	3%	-2%	-2%	?
C=CCC1S/C(=N/N=C/c2cccs2)NC1=O (stereo not drawn)	-10%	11%	7%	2%	-3%	-1%	6%	4%
O=C(CC(=O)N/N=C\c1ccc(F)cc1)NCCc1ccccc1	i	5%	-1%	0%[53 µM]	-1%	-3%[53 µM]	0%	49%[activator]
Cc1nn(S(=O)(=O)c2ccccc2)c(C)c1Sc1ccc([N+](=O)[O-])cc1	-6%	-4%	7%	-14%	7%	-3%	-5%	-9%
Cc1ccc(C(=O)Nn2c(N)c(S(=O)(=O)c3ccc(C)cc3)c3nc4ccccc4nc32)cc1	-19%	-5%	-6%	-1%	2%	1%	0%	·

Additional records.
SMILES	RECQ1 helicase	GAA inhib	GoLoco inh red	TRb-SRC2 inh	GAA spleen mod	TR SRC2 fluor cs	GAA glycogen mod	L3MBTL1 inh
COc1cc(C=O)ccc1OCCCOc1ccccc1[N+](=O)[O-]	-4%	-12%	5%	1%	0%	-4%	8%	-10%
O=C(O)CNS(=O)(=O)c1ccc2c(c1)CCCC2	-5%	10%	4%	-3%	2%	-1%	10%	-1%
COc1ccc(C(OC(=O)c2ccco2)C(=O)NC2CCCCC2)cc1OC (stereo not drawn)	-2%	6%	6%	1%	-2%	0%	3%	6%
O=C(CS(=O)(=O)Cc1ccccc1)N1CCc2ccccc21	7%	1%	3%	6%	-17%	1%	3%	2%
COc1ccccc1NC(=S)N/N=C/c1cccc(C)c1	-10%	-2%	-6%	7%	-5%	-11%	3%	-7%
O=C(CCc1ccccc1)Nc1cccc([N+](=O)[O-])c1	-20%	-12%	-16%	-15%	·	-2%	12%	-8%
CCOc1ccccc1-n1nnnc1SC(C)C(=O)OC (stereo not drawn)	-3%	-6%	1%	-4%	-10%	1%	2%	·
COC(=O)C(C)Sc1nnc(Cc2cc(=O)[nH]c(=O)[nH]2)n1-c1ccc(OC)cc1 (stereo not drawn)	-3%	-3%[15.4 µM]	1%	1%	-16%	-3%	-8%	2%
O=[N+]([O-])c1nn(-c2ccc3c(c2)OCCO3)n(O)c1=NCCC1=CCCCC1	-12%	-4%	8%	7%	-8%	-2%	-19%	?
CC(Oc1ccccc1)C(=O)Nc1ccc(C(N)=O)cc1 (stereo not drawn)	-12%	1%	-9%	-7%	-2%	-2%	8%	1%
CC1CC(C)CN(CCCNC(=O)CC2Oc3ccccc3NC2=O)C1 (stereo not drawn)	-8%	4%	3%	0%	5%	2%	8%	·
CCN(c1ccccc1)S(=O)(=O)c1ccc(C(C(=O)OC)C(=O)OC)c([N+](=O)[O-])c1	-2%	6%	2%	5%	-16%	-3%	-15%	-6%
O=C1C(Br)=Cc2cccc3cccc1c23	-1%	·	-3%	-1%	-7%	-1%	-1%	·
CN1CCN(CCCN2c3ccccc3Sc3ccc(Cl)cc32)CC1	-7%	?	12%	-3%	-11%	0%	-6%&3%	?
Cc1ccc(C(=O)Cn2nnc(-c3cccs3)n2)cc1	-5%	·	9%	-3%	4%	-1%	5%	·
CCc1nnc(NC(=O)CSc2nc3[nH]ncc3c(=O)[nH]2)s1	-5%	4%	5%	-2%	3%	0%	1%	·
Oc1ccccc1N=Nc1nc(-c2ccccc2)c(-c2ccccc2)[nH]1	i	-6%	125%[activator]	-4%	-7%	0%	7%	·
Cn1cc(Cl)c(C(=O)NC2CCCC2)n1	-3%	-7%	4%	-18%	7%	-1%	4%	8%
CCN(CC)S(=O)(=O)c1cc(NC(=O)C(C)N2CCc3ccccc32)ccc1C (stereo not drawn)	-12%	0%	15%	-9%	-1%	-1%	-22%	?
O=C(CCNC(=O)Cn1ccc2ccccc2c1=O)NCCN1CCc2ccccc2C1	0%	-7%	8%	-4%	-2%	-9%	7%	-1%[11.4 µM]
COc1cccc(C(=O)N(Cc2ccc3c(c2)OCO3)Cc2nc3ccccc3c(=O)[nH]2)c1	i	2%	8%	-4%	-11%	0%	-17%	-4%
O=C(O)CNS(=O)(=O)c1ccc(-c2ccccc2)cc1	-4%	?	-3%	1%	1%	-4%	7%	·
Cc1nc(SCc2c(F)cccc2Cl)n[nH]1	-3%	-1%	-1%	-5%	-13%	-5%	-2%	6%
CCC1=Nc2cc(C(=O)NCCCOC(C)C)ccc2Sc2ccccc21	-8%	-5%	0%	-12%	0%	1%	7%	·
O=C(NCC1CCCO1)Nc1cccc(Cl)c1 (stereo not drawn)	0%	3%	10%	-4%	-6%	-3%	-5%	·

Next results:
SMILES	RECQ1 helicase	GAA inhib	GoLoco inh red	TRb-SRC2 inh	GAA spleen mod	TR SRC2 fluor cs	GAA glycogen mod	L3MBTL1 inh
CCOC(=O)c1ccccc1NC1CC(=O)N(c2ccccc2C)C1=O (stereo not drawn)	i	?	-20%	-3%	0%	1%	-1%	·
COCCN(C(=O)CSc1nnc(C)n1Cc1ccccc1)c1c(N)n(Cc2ccccc2)c(=O)[nH]c1=O	1%	4%	5%	-8%	9%	-3%	-10%	·
COc1ccc(CCNC(=O)CN2C(=O)c3ccccc3C2=O)cc1	-11%	-4%	15%	-6%	-7%	0%	3%	·
Brc1ccc(C2=Nn3c(Cn4nnc5ccccc54)nnc3SC2)cc1	i	·	-10%	-1%	2%	0%	0%	2%
CCC(CC)C(=O)c1c[nH]c(C(=O)NCC2CCCO2)c1 (stereo not drawn)	-11%	6%	10%	-1%	7%	1%	7%	3%
O=C(O)c1cccc(NC(=S)NC(NC(=O)c2cccc([N+](=O)[O-])c2)C(Cl)(Cl)Cl)c1 (stereo not drawn)	0%	·	72%[activator]	2%	-15%	-3%	5%	·
COc1cc2[nH]c(=O)n(CCCCCC(=O)N3CCN(c4ccccn4)CC3)c(=O)c2cc1OC	-4%	-6%	-4%	-6%	1%	-4%	2%	·
CC1=NN(S(=O)(=O)c2ccc(Cl)cc2Cl)C(=O)c2ccccc2O1	10%	·	-5%	-3%	3%	1%	6%	·
CNC(=O)c1nc(C)c(C2(C)CC(c3cccc([N+](=O)[O-])c3)=NO2)s1 (stereo not drawn)	21%	·	2%	-6%	-2%	0%	2%	·

Quoted from the entries so far for reference:
SMILES	RECQ1 helicase	GAA inhib	GoLoco inh red	TRb-SRC2 inh	GAA spleen mod	TR SRC2 fluor cs	GAA glycogen mod	L3MBTL1 inh
O=C(O)c1cccc(NC(=S)NC(NC(=O)c2cccc([N+](=O)[O-])c2)C(Cl)(Cl)Cl)c1 (stereo not drawn)	0%	·	72%[activator]	2%	-15%	-3%	5%	·
COc1cc2[nH]c(=O)n(CCCCCC(=O)N3CCN(c4ccccn4)CC3)c(=O)c2cc1OC	-4%	-6%	-4%	-6%	1%	-4%	2%	·
CC1=NN(S(=O)(=O)c2ccc(Cl)cc2Cl)C(=O)c2ccccc2O1	10%	·	-5%	-3%	3%	1%	6%	·
CNC(=O)c1nc(C)c(C2(C)CC(c3cccc([N+](=O)[O-])c3)=NO2)s1 (stereo not drawn)	21%	·	2%	-6%	-2%	0%	2%	·
